GLP1R ag – qHTS of GLP-1 Receptor Agonists; Glucagon-like peptide 1 receptor (Homo sapiens), P43220; HEK293 GLP-1R CRE-luciferase, luminescence, 4-6 h; cells express a hypersensitive GLP-1R form; Potency, µM (highest dose often 45.6 µM), without a hit: top-dose activation, most hits filed as activators; actives 0.007% (n = 380,000); note: potency is the fitted concentration of half-maximal effect; % of control where 0% means no effect
PLK1 PBD block – qHTS for Inhibitors of PLK1-PDB (polo-like kinase 1 - polo-box domain): Primary Screen. Plk1 PBD binding of FITC phosphopeptide, fluorescence polarization. Potency, µM, without a hit: max response, negative = inhibition, actives largely listed as inhibitors. actives 2.8% (n = 360,000). AID 720504, 2013; note: potency is the fitted concentration of half-maximal effect; series mostly up to about 57 µM; % is set by controls: 0 for no effect and ±100 for the full control effect; nearly all actives have a fitted effect of over 65% in size
D3 ag – qHTS of D3 Dopamine Receptor Agonist: qHTS; max activation, %; D3R DiscoveRx beta-arrestin cells, luminescence, 90 min; D(3) dopamine receptor (Homo sapiens), P35462; actives 0.58% (n = 410,000); in the data active = max activation above about 30%; note: 0% is about no effect; mostly tested at two doses, the higher about 12 µM
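Agonist mode: compounds and dopamine controls were applied to plated cells for 90 min at 37 degrees C after an overnight attachment at 1500 cells/well. Luminescent read-out followed 30 - 60 minutes at room temperature with DiscoveRx detection reagent.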
WRN helicase inh – qHTS for Inhibitors of WRN Helicase. Bifunctional 3'-5' exonuclease/ATP-dependent helicase WRN (Homo sapiens), Q14191. WRN helicase unwinding, fluorescent forked duplex, kinetic. Potency, µM (titrated, usually from 114 µM), for the others: at the top dose activity change, negative = inhibition, hits mostly inhibitors. actives 0.46% (n = 360,000); note: potency is the fitted concentration of half-maximal effect; % is set by controls: 0 for no effect and ±100 for the full control effect; nearly all actives have a fitted effect of over 55% in size
Target sequence (Q14191 whole entry, looked up): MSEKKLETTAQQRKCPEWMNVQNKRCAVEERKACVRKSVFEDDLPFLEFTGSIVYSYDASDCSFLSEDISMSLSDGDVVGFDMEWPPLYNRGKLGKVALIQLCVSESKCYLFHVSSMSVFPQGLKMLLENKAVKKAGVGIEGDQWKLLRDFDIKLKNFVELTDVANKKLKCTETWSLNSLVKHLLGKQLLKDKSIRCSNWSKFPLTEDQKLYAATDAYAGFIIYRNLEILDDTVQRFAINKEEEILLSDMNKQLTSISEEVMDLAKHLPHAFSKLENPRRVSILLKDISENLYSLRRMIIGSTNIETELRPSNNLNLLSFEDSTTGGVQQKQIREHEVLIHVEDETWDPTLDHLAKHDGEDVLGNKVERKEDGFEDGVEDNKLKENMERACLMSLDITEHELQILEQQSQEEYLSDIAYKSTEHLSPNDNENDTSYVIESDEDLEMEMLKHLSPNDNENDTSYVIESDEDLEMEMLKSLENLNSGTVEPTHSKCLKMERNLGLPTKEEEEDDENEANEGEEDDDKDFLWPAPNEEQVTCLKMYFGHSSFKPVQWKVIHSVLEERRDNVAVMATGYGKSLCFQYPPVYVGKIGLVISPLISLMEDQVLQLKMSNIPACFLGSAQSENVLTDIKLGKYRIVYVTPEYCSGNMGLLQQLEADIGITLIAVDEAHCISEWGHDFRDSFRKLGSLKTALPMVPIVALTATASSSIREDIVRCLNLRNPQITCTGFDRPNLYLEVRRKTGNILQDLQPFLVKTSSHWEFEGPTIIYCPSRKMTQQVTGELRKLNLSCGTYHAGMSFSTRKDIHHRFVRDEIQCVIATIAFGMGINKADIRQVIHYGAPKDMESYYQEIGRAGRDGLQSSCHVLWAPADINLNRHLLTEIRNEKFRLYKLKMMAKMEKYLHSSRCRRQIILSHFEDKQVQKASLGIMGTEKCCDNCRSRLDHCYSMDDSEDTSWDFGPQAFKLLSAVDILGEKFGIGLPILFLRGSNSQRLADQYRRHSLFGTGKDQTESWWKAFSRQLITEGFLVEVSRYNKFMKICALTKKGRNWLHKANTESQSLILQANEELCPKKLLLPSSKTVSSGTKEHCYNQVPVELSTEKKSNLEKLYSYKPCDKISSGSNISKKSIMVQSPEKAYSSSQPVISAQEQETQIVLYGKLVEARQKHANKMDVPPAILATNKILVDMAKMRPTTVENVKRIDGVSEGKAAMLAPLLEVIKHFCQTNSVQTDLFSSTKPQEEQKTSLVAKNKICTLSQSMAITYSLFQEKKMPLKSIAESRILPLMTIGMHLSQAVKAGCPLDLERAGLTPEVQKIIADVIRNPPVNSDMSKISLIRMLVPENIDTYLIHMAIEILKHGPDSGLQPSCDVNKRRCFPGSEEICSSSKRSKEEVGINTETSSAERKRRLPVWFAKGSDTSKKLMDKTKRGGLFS
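Screening of the MLSMR collection measured strand separation of a quenched forked DNA duplex (100 nM) by 20 nM WRN with 2 mM ATP, all final. Compounds were preincubated with enzyme 15 min at room temperature.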
DRD3 antagonist – qHTS of D3 Dopamine Receptor Antagonist: qHTS | D3R cells, DiscoveRx beta-arrestin luminescence, antagonist mode; active compounds read low | max response, negative = inhibition, % | actives 2.5% (n = 360,000); in the data active = max response below about -50%; inconclusive = no clear call, values can overlap the other calls; note: % is set by controls: 0 for no effect and ±100 for the full control effect; mostly tested at two doses, the higher about 12 µM
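Cells expressing the human receptor were seeded at 1500 cells/well, incubated overnight at 37 degrees C in 5% CO2, then exposed to library compounds with dopamine controls for 90 minutes at 37 degrees C before luminescent detection.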
PI5P4Ka inh – qHTS for Inhibitors of phosphatidylinositol 5-phosphate 4-kinase (PI5P4K). PI5P4Kalpha enzyme, ADP-Glo luminescence, 60 min; active compounds read low. max response, %. actives 1.2% (n = 330,000). AID 652105, 2013; active = max response of -50% or lower; inconclusive = between -30% and -50%; inactive = -30% or higher; note: value at the top dose of about 77 µM; % is set by controls: 0 for no effect and ±100 for the full control effect
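Quantitative HTS of the MLSMR library against PI5P4Kalpha with substrate. ATP added last at 5 microM final; room temperature, 60 minutes. Remaining ATP depleted, ADP converted and read as luminescence.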
GLP-1R inv ag – qHTS of GLP-1 Receptor Inverse Agonists (Inhibition Mode). Glucagon-like peptide 1 receptor (Homo sapiens), P43220. HEK293 GLP-1R CRE-luciferase, luminescence, 24 h; GLP-1R form is constitutively active. Potency, µM (titrated, usually from 38.3 µM), without a hit: at the highest dose activity change, negative = inhibition, hits mostly inhibitors. actives 1.6% (n = 410,000); note: potency is the fitted concentration of half-maximal effect; % is set by controls: 0 for no effect and ±100 for the full control effect; nearly all actives have a fitted effect of over 55% in size
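HEK293 cells stably co-expressing constitutively active GLP-1R and a cAMP-responsive luciferase reporter were seeded in DMEM with 10% Nu serum, given compounds after 12 h, and incubated 24 h at 37 deg C. Luminescence was then read.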
GLP1R cytotox – qHTS of GLP-1 Receptor Inverse Agonists: Cytotox Screen; HEK293 cAMP-luciferase reporter cells, luminescence, 24 h; AID 624418, 2012; actives 0.13% (n = 410,000); Potency, µM (doses to about 38.3 µM), inactives show at the top dose activity change, negative = inhibition, actives largely listed as inhibitors;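 note: loss of luciferase light is scored as toxicity; potency is the fitted concentration of half-maximal effect; % is set by controls: 0 for no effect and ±100 for the full control effect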
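Seeding density was 200 cells/uL; after overnight-length (12 h) culture, 23 nL compounds went on for 24 h at 37 °C. Readout used a luciferase detection reagent, luminescence taken after 12 min at room temperature.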
IL-2 act – qHTS of IL-2 Activators. actives 0.065% (n = 360,000). activation, % (series mostly up to about 46 µM). IL-2 activation reporter assay, cell-based qHTS; stimulated with anti-CD3/CD4/CD28 beads; in transgenic mouse T cells; in the data active = activation above about 50%; inconclusive = mostly about 30% to 49%; note: 0% is about no effect
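Readout: EGFP and DsRed signals by fluorescent plate cytometry. Unstimulated transgenic mouse T cells received compound 60 min before antibody-bead stimulation, then incubated 18 h at 37 degrees C.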
The depositor's hits bear a star; ? = inconclusive; · = not tested or not shown; & = joins results of further samples; [ ] = another dose, or the depositor's remark. Unless noted, calls come from the whole dose curve; as a rule, active = well fitted curve in the direction sought with a large enough effect; inconclusive = small, poorly fitted or top-dose-only effect, or another doubt; inactive = no such curve, though single readings can be large; an effect the other way counts as inactive or inconclusive.

SMILES	GLP1R ag	PLK1 PBD block	D3 ag	WRN helicase inh	DRD3 antagonist	PI5P4Ka inh	GLP-1R inv ag	GLP1R cytotox	IL-2 act
COc1cccc(CN(C(=O)c2ccccc2)C2CCS(=O)(=O)C2)c1 (stereo not drawn)	-4.8%	7.2%	-3.5	6.0%	11.9	1.2	-10.1%	-12.6%	-0.9
CCOc1ccc(S(=O)(=O)N/N=C2/CCCC(=O)C2)cc1	-5.8%	-12.2%	-2.4	-23.3%	-0.9	-3.1	-0.5%	4.4%	-0.3
CC(=O)Nc1cc(C(=O)N(C)Cc2ccccc2)ccc1S(=O)(=O)c1ccc(C)cc1	13.0%	-8.4%	0.0	0.0%	3.6	-2.6	16.1%	1.8%	-0.2
CCC/C(=N\NC(=O)c1ccc(OC)c(OC)c1)c1ccccc1	16.7%	3.7%	4.5	2.8%	14.9	4.0	16.5%	4.3%	0.2
CCOc1ccc(CN(C)CC(=O)NCc2ccccc2Cl)cc1	20.1%	1.0%	-4.2	1.7%	14.6	0.5	?	9.0%	-1.3
Cc1cc(N2CCN(C)CC2)nc(N2CCOCC2)n1	12.4%	-9.3%	-19.8	-8.8%	?	-19.6	-0.3%	4.6%	-0.7
COC(=O)N1C/C=C\C(c2ccc(OC)cc2)N(Cc2ccc(F)cc2)C(=O)C1 (stereo not drawn)	-4.6%	-2.4%	-9.5	2.1%	-17.8	-5.2	18.4%	-2.2%	-0.7
Cc1nc2ccc([N+](=O)[O-])cc2c(=O)n1Cc1cccc(Br)c1	12.2%	-1.6%	-9.3	5.9%	-18.4	-4.5	?	1.7%	-2.8
COc1ccc(C2NC(=O)C(=O)/C2=C(\O)c2ccc(Cl)cc2)cc1OC (stereo not drawn)	-1.8%	-14.9%	-3.2	1.7%	19.7	6.0	6.8%	-3.5%	0.0
Cc1cc(=O)oc2cc(OCC(=O)NCc3cccnc3)ccc12	-1.9%	-2.7%	0.7	-5.7%	-21.4	·	22.3%	12.9%	0.4
O=C(/C=C/c1cccc2ccccc12)N1CCOCC1	13.6%	-3.9%	-7.9	-1.6%	-5.1	0.1	?	0.0%	0.8
Cc1cc(OC(C)C)nc(NCc2ccccc2)n1	2.5%	-3.4%	-3.5	-1.1%	-6.8	7.7	?	-14.3%	-0.8
CCCn1c(N)c(C(=O)CN(C)CC(=O)Nc2c(C)cc(C)cc2C)c(=O)[nH]c1=O	2.9%	-6.8%	-19.9	1.3%	-17.6	2.7	5.6%	-4.4%	-3.5
COC(=O)C1=C(C)N(Cc2ccco2)C(=O)C1	-0.3%	?	2.5	-34.8%[57.1 µM]	-7.9	0.6	20.5%	-13.6%	2.3
COc1cc(/C=C/C(=O)OCC(=O)Nc2ccc(C)c(S(=O)(=O)N3CCCCC3)c2)ccc1O	-0.2%	7.52µM*	-0.8	-14.9%	-5.7	-28.9	?	-26.2%	-3.0
O=C(CCn1nnc(-c2cccs2)n1)NCc1ccccc1Cl	14.3%	-7.1%	-1.7	-8.3%[57.1 µM]	-9.2	·	-8.6%	2.1%	0.2
Cc1ccc(NC(=O)Cn2cc(S(=O)(=O)N3CCC(C)CC3)c3ccccc3c2=O)c(Br)c1	-1.3%	·	4.2	·	·	·	3.4%	2.7%	·
O=[N+]([O-])c1ccc(C(O)CSC(=S)N2CCCCC2)cc1 (stereo not drawn)	18.3%	1.6%	6.1	-6.1%	1.4	6.6	?	3.0%	-0.2
CN(C)CCCN(C(=O)c1ccc(S(=O)(=O)N(C)Cc2ccccc2)cc1)c1nc2cc3c(cc2s1)OCO3	0.0%	-5.6%	-10.5	-9.1%	-9.2	2.6	7.08µM*	?	-5.4
COc1ccc(CN2CCN(C(=O)CC(C)C)CC2)cc1Br	4.5%	-0.3%	4.4	-2.3%	-1.9	-4.4	-0.7%	3.5%	0.1

Two entries picked at random from the list so far:
SMILES	GLP1R ag	PLK1 PBD block	D3 ag	WRN helicase inh	DRD3 antagonist	PI5P4Ka inh	GLP-1R inv ag	GLP1R cytotox	IL-2 act
COc1ccc(CN2CCN(C(=O)CC(C)C)CC2)cc1Br	4.5%	-0.3%	4.4	-2.3%	-1.9	-4.4	-0.7%	3.5%	0.1
Cc1ccc(NC(=O)Cn2cc(S(=O)(=O)N3CCC(C)CC3)c3ccccc3c2=O)c(Br)c1	-1.3%	·	4.2	·	·	·	3.4%	2.7%	·

Other structures follow:
SMILES	GLP1R ag	PLK1 PBD block	D3 ag	WRN helicase inh	DRD3 antagonist	PI5P4Ka inh	GLP-1R inv ag	GLP1R cytotox	IL-2 act
CC(=O)c1ccc(OCC(=O)N2CCCC(Nc3ccc(C)c(C)c3)C2)cc1 (stereo not drawn)	1.0%	-8.9%	0.4	-16.2%	17.5	2.9	-16.8%	1.6%	0.5
COc1ccc(C(=O)NC2(C(F)(F)F)N=C3SCCN3C2=O)cc1 (stereo not drawn)	-4.8%	0.7%	5.8	-0.2%	19.9	·	0.0%	4.2%	1.1
CC(C)c1ccc(N(CC(=O)Nc2ccc(S(=O)(=O)N3CCOCC3)cc2)S(C)(=O)=O)cc1	1.5%	-0.6%	3.1	-3.2%	17.3	-1.0	-26.9%	-3.6%	-3.8
O=C(c1ccc(N2CCCC2)c([N+](=O)[O-])c1)N1CCN(c2ccccn2)CC1	2.9%	1.0%	-1.5	-0.3%	1.2	1.0	3.3%	-13.9%	-0.7
O=C(Nc1nc(=O)n(C(=O)c2cccc(C(F)(F)F)c2)s1)c1ccccc1	-0.5%	16.8µM*	1.1	-2.0%	13.4	-10.7	9.2%	0.4%	-2.1
C=CCOC(=O)Nc1snnc1C	2.4%	-10.0%	-13.2	5.1%	-7.8	-5.8	20.4%	5.0%	0.2
CSCCC1NC(=O)N(CC(=O)Nc2ccc3c(c2)OCCO3)C1=O (stereo not drawn)	-3.8%	-2.7%	2.2	-9.7%	-13.8	5.1	-9.4%	3.6%	1.1
CCOC(=O)c1c(C)nc2cc(C)ccn12	?	0.5%	-4.4	-6.1%	-9.0	·	0.0%	3.1%	-0.3
Cc1ccc(NC(=O)CN(C)C(=O)c2ccccc2Cc2ccccc2)cc1	7.4%	2.7%	-10.1	-4.4%	1.5	-3.4	10µM*	-8.7%	-0.9
CC(C)(C)C(=O)Nc1cccc2[nH]ncc12	0.1%	-8.8%	-5.1	16.8%	-26.9	0.7	29.2%[7.66 µM]	11.6%[7.66 µM]	-0.6
CCn1c(NC2CCCCC2)nc2ccccc21	12.2%	2.8%	-0.8	-0.6%	?	-1.2	1.3%	2.5%	-2.0
CCOC(=O)c1cc(CC)sc1/N=C/c1c(O)ccc2ccccc12	4.1%	?	0.1	?	6.8	1.2	1.0%	-16.4%	-1.9
CCCCSc1nnc2[nH]c(=O)cc(N)n12	-6.8%	1.5%	19.5	-1.2%	9.0	·	19.4%	4.2%	2.2
COc1ccc(NC(=O)CSc2nc3ccncc3[nH]2)c(OC)c1	-4.6%	2.0%	-11.9&1.6	-5.4%	25.2	4.2	20.8%&8.7%	1.6%&2.7%	-0.2
COc1ccc(C(=O)Nc2c(N)nc(SCC(=O)N3CCCCCC3)[nH]c2=O)cc1OC	-5.1%	-6.3%	-3.2	-7.9%	-14.0	0.3	9.1%	7.9%	-1.8
CCn1cc(C(=O)N[C@H](C(=O)NC(C)(C)CO)C(C)C)c(=O)c2cc3c(cc21)OCO3	-0.5%	-1.9%	5.2	-9.1%	17.5	-0.3	6.5%	9.7%	-1.7
CSc1ccc(/C=C(/NC(=O)c2ccco2)C(=O)N2CCCCCC2)cc1	-2.8%	0.7%	4.5	-9.6%	17.4	-2.7	?	-1.4%	-1.4
O=C(Nc1ccc2c(c1)OCO2)C1CCCCC1	1.4%	-0.6%	4.4	8.4%	5.9	0.7	7.3%	4.4%	0.7
O=C(c1ccccc1Oc1ccc([N+](=O)[O-])cc1)N1CCOCC1	-1.0%	7.5%	4.7	-8.4%	-1.1	-0.2	0.5%	11.7%	-1.4
Cc1ccc(-n2cc[nH]c2=S)cc1C	2.5%	-25.7%	2.5	8.3%	-24.8	-7.9	2.6%	-7.0%	-5.6
NS(=O)(=O)c1ccc(CCNC(=O)CSc2nc3ccsc3c(=O)n2Cc2ccccn2)cc1	0.7%	4.0%	2.8	8.4%	27.0	0.1	22.6%	-1.3%	-0.3
CCCC(=O)C1=C(c2ccccc2)C(C#N)(C#N)C(C#N)=C1N	-6.3%	7.52µM*	5.5	-12.8%	?	0.0	0.6%	78.8%[activator]	0.4
O=S(=O)(c1ccccc1)N1CCCN(S(=O)(=O)c2ccccc2)CC1	-5.2%	-7.6%	5.8	3.1%	3.9	-4.4	-52.9%	9.7%	3.5
COc1cccc(CC(=O)NC2CCCN(Cc3ccc(Cl)cc3)C2)c1 (stereo not drawn)	-1.9%	-6.5%	-11.7	7.4%	-4.2	-3.9	?	3.0%	0.8
Cc1ccc(C(=O)Nc2ccc(S(=O)(=O)N3CCOCC3)cc2)cc1Br	12.0%	3.5%	-6.2	-9.6%	-1.8	0.0	-34.4%	0.0%	-0.8
COc1ccc(OC)c(N=C(C)C2=C(O)COC2=O)c1	-3.5%	1.7%	6.0	6.2%	?	2.3	?	-28.2%	0.8
COc1ccc(CCNC(=O)c2cnn(-c3cccc(C)c3)c2C2CCNCC2)cc1OC	-2.8%	·	-3.3	·	·	·	-18.8%	11.4%	·
CCOC(=O)c1ccc(NC(=O)C2CC(=O)NC(=Nc3ccc(C)c(C)c3)S2)cc1 (stereo not drawn)	-7.8%	·	-1.7	·	·	·	10.1%	-16.0%	·
CCC1CCCCN1C(=O)CCNS(=O)(=O)c1ccc2c(c1)oc(=O)n2C (stereo not drawn)	-7.6%	-23.2%	-9.9	-0.4%	1.6	-1.4	14.3%	-0.7%	-2.1
CC(=O)c1ccc(NC(=O)CCCN2C(=O)C(c3ccccc3)Oc3cccnc32)cc1 (stereo not drawn)	6.5%	-7.0%	-0.5	-2.6%	11.5	-1.3	?	-10.7%	-0.7

Screening results (PubChem BioAssay)
